High-throughput results from PubChem.
KB-V1 cytotox – qHTS assay for MDR1-selective chemotherapeutics: Primary screen using the drug-selected MDR subline cells KB-V1 | KB-V1 MDR cells viability, CellTiter-Glo, 72 h | Potency, µM (series often up to 46.1 µM), for inactives: top-dose activity change, negative = cytotoxicity, hits mostly cytotoxic | 400,000 compounds, 3.4% hits | AID 1347076, 2019; also: % is scaled to controls: 0 for no effect and ±100 for the full control effect; nearly all actives have a fitted effect of over 60% in size
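In this primary screen, KB-V1 cells overexpressing P-gp are incubated with library compounds (lowest to highest concentration) for 72 h at 37 degrees C before a luminescent ATP viability read.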
aSyn rescue – qHTS of alpha-syn Inhibitors; 370,000 compounds, 0.14% hits; Potency, µM (doses to about 46.1 µM), for the others: at the top dose growth rescue (activation), usual class: activators; Yeast expressing alpha-synuclein, growth rescue, BacTiter-Glo, 24 h; also: % of control where 0% means no effect; nearly all actives have a fitted effect of over 65% in size
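Readout is rescue of growth in alpha-synuclein-expressing yeast, so inhibitors of toxicity appear as activators. Growth after 24 hr at 30 deg C in galactose medium is quantified by luminescence.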
Starred values were filed as active, the others as inactive; u = inconclusive; & = joins results of further samples; [ ] = dose if it differs, or a comment. Calls follow the shape of the dose curve; as a rule, active = well fitted curve in the direction sought with a large enough effect; inconclusive = small, poorly fitted or top-dose-only effect, or another doubt; inactive = no such curve, though single readings can be large; an effect the other way counts as inactive or inconclusive. Potency is read from the fitted curve at half-maximal effect. These rows are one share of the data; rates above refer to the full screens.

SMILES	KB-V1 cytotox	aSyn rescue
CCc1sc(-c2cc3cccc(OC)c3oc2=O)nc1-c1cc(C)ccc1C	u	7%
C=C1C=C(C(F)F)n2ncc(C(=O)NC(C)CC)c2N1 (centres undefined)	7%	-5%
CC1CCc2cc(F)cc3c2N1C(=O)C(C(=O)Nc1cnccn1)C3=O (centres undefined)	-8%	8%
C=C(NNC(C)=O)c1ccc(O)cc1	8%	-2%
O=C(C[n+]1ccccc1Cl)c1ccccc1	4%	-1%
CC(c1ccccc1)n1c(-c2ccccc2)n[nH]c1=S (centres undefined)	0%	9%
O=[N+]([O-])c1ccc(/C=C/c2ccnc3ccccc23)cc1	-6%	u
COc1ccccc1NC(=O)c1nc(SCc2ccccc2F)ncc1Cl	-8%	0%
COc1ccccc1C1N=C(Nc2nc3ccccc3o2)NC2=C1C(=O)CC(C)(C)C2 (centres undefined)	u	6%
CN(C)c1ccc(/C=C/c2ccnc3ccc(-c4ccccc4)cc23)cc1	3%	8%
CC#CCOC(=O)c1c(C)nc2sc3c(c2c1N)CC[C@@H](O)C3	-23%	-1%
Cc1ccc(-c2[nH]ncc2CNCc2ccc(CN(C)C)cc2)cc1	0%	-1%
C=C1C=C(C(F)F)n2ncc(C(=O)N3CCc4ccccc4C3)c2N1	0%	-2%
COc1ccc(C2Nc3ccccc3C(=O)N2Cc2ccco2)cc1 (centres undefined)	-19%	0%
O=C(COC(=O)C12CC3CC(CC(C3)C1)C2)NCC1CCCO1 (centres undefined)	u	0%
CCN1CCN(c2ccc(/C=C/c3ccnc4ccccc34)cc2)CC1	0%	-2%
CNCC(=O)c1c[nH]c2ccccc12	8%	0%
Fc1ccc(CNc2ncnc3nc[nH]c23)cc1	-20%&-2%	-4%&-1%
C(=Nc1cnc2ccccc2c1)c1ccnc2ccccc12	0%	1%
O=C1C(=O)C(c2ccc(O)cc2O)Oc2cc(O)cc(O)c21 (centres undefined)	0%	1%
Cc1ccc(C(=O)C(OC(=O)CNC(=O)COc2ccccc2C)c2ccccc2)cc1 (centres undefined)	-9%	-1%
COc1cc(C2Nc3ccccc3C(=O)N2Cc2ccco2)cc(OC)c1OC (centres undefined)	-16%	4%
CCNC(=O)c1c(NC(=O)c2nc(SCC)ncc2Cl)sc2c1CCCC2	-13%	4%
CCOc1ccc(NC(=O)c2nc(SCc3ccccc3F)ncc2Cl)cc1	29%	3%
CCNc1nc(NCC)nc(-n2cc(C(=O)c3cc(Cl)ccc3O)cn2)n1	u	-15%
O=C(Nc1ccc(Cl)cc1)c1cnn2c1NC(=C1CC1)C=C2C(F)F	u	3%
C=C(C(=O)O)c1ccc2ccccc2c1	2%	-22%
C[S+](C)CC(=O)c1ccc2ccccc2c1	u	1%
COc1cc(/C=C/c2nc3ccccc3nc2/C=C/c2cc(OC)c(OC)c(OC)c2)cc(OC)c1OC	14%	-1%
c1cc2c(cc1Cc1cncc(Cc3ccc4c(c3)OCO4)c1)OCO2	0%	-8%
N#Cc1nc(N2CCCCC2)nc(N(c2ccccc2)c2ccccc2)n1	-2%	-1%
Nc1ccc(/C=C/c2ccnc3ccccc23)cc1	1%	-1%
CNc1c(Br)cc(/C=C2\C=C(C(O)c3cc(Br)c(NC)c(Br)c3)c3ccccc32)cc1Br (centres undefined)	5%	0%
O=C(C[n+]1ccccc1)c1ccc(O)c(O)c1	0%	-2%
O=C(NCCc1nc2ccccc2n1CCCOc1ccccc1)C1CCCCC1	-20%	-1%
O=C(Nc1cccc(Nc2ccccc2)c1)c1cnn2c1NC(=C1CC1)C=C2C(F)F	-16%	6%
CC(C)(C)C1CCC(NC(=O)c2cnn3c2NC(=C2CC2)C=C3C(F)F)CC1 (centres undefined)	u	-57%[inhibitor]
COc1[nH]c(/N=C/c2ccco2)c(C#N)c1C#N	0%	-9%
N#Cc1nc(-c2ccc(OCc3ccc(Cl)cc3)cc2)oc1N1CCCCCC1	2%	-2%
Cc1cc(=O)[nH]c2nc(N)ccc12	0%	-1%

A different layout for some results above:
Structure,KB-V1 cytotox,aSyn rescue
C=C1C=C(C(F)F)n2ncc(C(=O)N3CCc4ccccc4C3)c2N1,0%,-2%
COc1ccc(C2Nc3ccccc3C(=O)N2Cc2ccco2)cc1 (centres undefined),-19%,0%
O=C(COC(=O)C12CC3CC(CC(C3)C1)C2)NCC1CCCO1 (centres undefined),u,0%
CCN1CCN(c2ccc(/C=C/c3ccnc4ccccc34)cc2)CC1,0%,-2%
CNCC(=O)c1c[nH]c2ccccc12,8%,0%
Fc1ccc(CNc2ncnc3nc[nH]c23)cc1,-20%&-2%,-4%&-1%
C(=Nc1cnc2ccccc2c1)c1ccnc2ccccc12,0%,1%
O=C1C(=O)C(c2ccc(O)cc2O)Oc2cc(O)cc(O)c21 (centres undefined),0%,1%
Cc1ccc(C(=O)C(OC(=O)CNC(=O)COc2ccccc2C)c2ccccc2)cc1 (centres undefined),-9%,-1%
COc1cc(C2Nc3ccccc3C(=O)N2Cc2ccco2)cc(OC)c1OC (centres undefined),-16%,4%
CCNC(=O)c1c(NC(=O)c2nc(SCC)ncc2Cl)sc2c1CCCC2,-13%,4%
CCOc1ccc(NC(=O)c2nc(SCc3ccccc3F)ncc2Cl)cc1,29%,3%
CCNc1nc(NCC)nc(-n2cc(C(=O)c3cc(Cl)ccc3O)cn2)n1,u,-15%
O=C(Nc1ccc(Cl)cc1)c1cnn2c1NC(=C1CC1)C=C2C(F)F,u,3%
C=C(C(=O)O)c1ccc2ccccc2c1,2%,-22%
C[S+](C)CC(=O)c1ccc2ccccc2c1,u,1%
COc1cc(/C=C/c2nc3ccccc3nc2/C=C/c2cc(OC)c(OC)c(OC)c2)cc(OC)c1OC,14%,-1%
c1cc2c(cc1Cc1cncc(Cc3ccc4c(c3)OCO4)c1)OCO2,0%,-8%
N#Cc1nc(N2CCCCC2)nc(N(c2ccccc2)c2ccccc2)n1,-2%,-1%
Nc1ccc(/C=C/c2ccnc3ccccc23)cc1,1%,-1%
CNc1c(Br)cc(/C=C2\C=C(C(O)c3cc(Br)c(NC)c(Br)c3)c3ccccc32)cc1Br (centres undefined),5%,0%
O=C(C[n+]1ccccc1)c1ccc(O)c(O)c1,0%,-2%
O=C(NCCc1nc2ccccc2n1CCCOc1ccccc1)C1CCCCC1,-20%,-1%
O=C(Nc1cccc(Nc2ccccc2)c1)c1cnn2c1NC(=C1CC1)C=C2C(F)F,-16%,6%
CC(C)(C)C1CCC(NC(=O)c2cnn3c2NC(=C2CC2)C=C3C(F)F)CC1 (centres undefined),u,-57%[inhibitor]

Continued:
SMILES	KB-V1 cytotox	aSyn rescue
O=C(O)C1CCCC1	19%	-13%
CCOc1ccccc1NC(=O)c1nc(SCc2ccccc2F)ncc1Cl	3%	-2%
O=S(=O)(c1ccc(F)cc1)N1CCN(c2nc(-c3ccccc3)nc3ccccc23)CC1	-2%	1%
O=C(COc1ccccc1C(=O)Nc1ccccc1)Nc1cccc(F)c1	19%	4%
Nc1ccc(/C=C/c2ccnc3ccccc23)c([N+](=O)[O-])c1	-13%	0%
Nc1ncnc2c1ncn2COC(CO)CO	0%	0%
O=[N+]([O-])c1cccc(S(=O)(=O)N2CCN(c3nc(-c4cccs4)nc4ccccc34)CC2)c1	16%	-11%
CC(C)(C)c1ccc(C(=O)C[n+]2cc(Br)cc(Br)c2)cc1	0%	-3%
O=C(COC(=O)c1ccccc1OCc1cccc(Br)c1)Nc1ccc(Br)cc1	0%	-8%
COc1ccc(C(NC(=O)COc2ccc(C#N)cc2)c2ccc(OC)cc2)cc1	9%	-12%
CCc1ccc(-c2nc3c(=O)n(C)c(=O)nc-3n(CC)n2)cc1	u	-83%[inhibitor]
COc1ccc(/C=C\c2nccc3c2[nH]c2ccccc23)cc1	11%	6%
CC1CCN(CC[S-])CC1.O.O.[Cl][Pt]	u	6%
Cc1ccccc1C(=O)Nc1cccc(-c2nnc(SCC(=O)NCc3ccco3)n2C)c1	-10%	2%
CC(=O)NC1CCCC1C#N (centres undefined)	25%	-11%
C=CCN(CC=C)c1ccc(/C=C/c2ccnc3ccccc23)cc1	u	-29%
CN1N/C(=C\c2ccccc2)N=C2C(=O)N(C)C(=O)N=C21	-13%	-79%[inhibitor]
Cc1ccc2nc(-c3ccc(N=Nc4cc(S(=O)(=O)O)c5ccccc5c4O)cc3)sc2c1S(=O)(=O)O	-5%	-41%[inhibitor]
COc1ccc(OC)c(/C=C/c2ccc3ccccc3[n+]2C)c1	-7%	-4%
CC(=O)N1CCC(C(=O)Nc2nnc(C(C)C)s2)CC1	u	4%
O=C1c2ccccc2C(=O)N1c1nc(-c2ccc(Cl)cc2)cs1	0%	-9%
Nc1ccc(/C=C/c2ccnc3ccccc23)cc1[N+](=O)[O-]	-2%	-13%
COc1ccc(C(=O)C2C(=O)C(=O)N(Cc3ccco3)C2c2cccs2)cc1 (centres undefined)	u	22%
CCNc1nc(C#N)nc(NCC)n1	0%	u
COc1ccc(CCSc2n[nH]c(C(C)C)n2)cc1	u	-4%
S=Cc1nc2ccccc2[nH]1	44%	0%
O=C(Cc1ccc(OCCc2ccccc2)cc1)NO	u	u
O=C(c1ccc2c(=O)n(-c3ccccc3)c(=O)[nH]c2c1)N1CCN(Cc2cccs2)CC1	28%	-14%
C(=C\c1ccnc2ccccc12)/c1ccc(N2CCN(c3ccc(/C=C/c4ccnc5ccccc45)cc3)CC2)cc1	-8%	-11%
COc1ccccc1C(O)c1nccn1Cc1ccccc1 (centres undefined)	-3%	1%
O=S(=O)(c1ccc(Br)cc1)N1CCN(c2nc(-c3cccs3)nc3ccccc23)CC1	-1%	2%
COC(=O)C1=C(C(=O)OC)[C@@H]2N(Cc3ccccc3)c3ccccc3[C@@]23C[C@@H](C(=O)OC)N(S(=O)(=O)c2ccc(C(F)(F)F)cc2)C3=N1	1%	1%
C=Cc1ccc(N=Cc2ccc(N(C)C)cc2)cc1	13%	-4%
OC(CBr)C[n+]1cc(Br)cc2ccccc21 (centres undefined)	-2%	-9%
CCCCCCCCCC[n+]1cc(Br)cc(Br)c1	-1%	10%
COc1cc(OC)c2c(c1)C(=O)OC2c1cc(OC)c(OC)cc1C (centres undefined)	-21%	-10%
C=C(c1nc2ccccc2s1)C1Cc2cccc3c2N(CCC3)C1 (centres undefined)	u	-78%[inhibitor]
CCOC(=O)C(C)Sc1ccc2nnc(-c3ccc(OCC)cc3)n2n1 (centres undefined)	u	2%
C=C1NN(Cc2ccccc2)C(=O)N1c1ccc(OCc2ccccc2)cc1	1%	3%
N#Cc1ccc(NC(=O)COc2ccccc2C(=O)Nc2ccccc2)cc1	u	0%

Nothing new here: an excerpt of the list.
SMILES	KB-V1 cytotox	aSyn rescue
CCc1sc(-c2cc3cccc(OC)c3oc2=O)nc1-c1cc(C)ccc1C	u	7%
C=C1C=C(C(F)F)n2ncc(C(=O)NC(C)CC)c2N1 (centres undefined)	7%	-5%

More entries follow:
SMILES	KB-V1 cytotox	aSyn rescue
Clc1ccc(/C=C/c2ccc3ccccc3n2)c(Cl)c1	u	3%
CN1CCCc2ccccc21	0%	4%
NS(=O)(=O)c1ccc(N=Nc2nc3[nH]cnc(=S)c3[nH]2)cc1	1.2µM*	-11%
C1=Cc2ccccc2/C1=C\c1cc[cH-]c1.[Fe+2].c1cc[cH-]c1	u	-10%
Cc1ccc2oc(-c3ccc(C)c(NC(=O)COc4ccccc4C)c3)nc2c1	12%	-4%
O=C(Nc1nnc(C2CCCCC2)s1)C1CCN(C(=O)c2ccco2)CC1	-1%	8%
O=[N+]([O-])c1ccc(/C=C/c2cc(Cl)nc3ccccc23)cc1	-23%	4%
OB(O)c1ccc(B(O)O)cc1	0%	-9%
S=C(NCCCc1cnc[nH]1)NCCCN(Cc1ccc(Cl)cc1)c1cc(-c2ccccc2)ccn1	-5%	-22%
CCn1c(SC(C)C(=O)NCc2ccco2)nnc1-c1ccccc1 (centres undefined)	0%	2%
CN1CCc2c(c3cnc4cc(Cl)ccc4c3n2C)C1	0%	9%
NC(=O)CSc1ccc2nnc(-c3ccncc3)n2n1	0%	-2%
C=C1C=C(C(F)(F)F)n2ncc(C(=O)NCc3ccc(F)cc3)c2N1	18%	-6%
S=Cc1ccc(/C=C/c2ccnc3ccccc23)cc1	25%	2%
Cc1ccc(-c2[nH]ncc2CNCc2ccccc2)cc1	0%	-6%
Brc1ccc(C=C2C=c3ccccc3=C2)cc1	0%	19%
Cc1cc(/C=C/c2nc3ccccc3s2)ccc1N(C)C	0%	-7%
C[N+]1(CC(=O)c2ccc(O)c(O)c2)CCOCC1	2%	2%
CN(C)c1ccc(/C=C/c2ccnc3ccccc23)cc1N	-18%	-2%
CCCCc1oc2ccccc2c1C(=O)c1cc(I)c(N(CC)CCOCC)c(I)c1	0%	-59%[inhibitor]
